PLK1 kinase inh = blocks human PLK1 kinase activity; recombinant PLK1 kinase, TR-FRET peptide phosphorylation; P53350; 0.53% of 97,000 active; inhibition, % at 10 µM;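 active means inhibition of 50% or more in the single-concentration screen; inactive means inhibition below 50%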;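 further: 0% = DMSO max control and 100% = H-89 dihydrochloride min control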
PLK1 PBD inh = inhibitors of human Plk1 polo box domain binding; 0.13% of 97,000 active; inhibition, %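 (tested at about 20 µM)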; AID 693; Plk1 PBD phosphopeptide binding, fluorescence polarization; in the data active means inhibition above about 34%, passing the limit was not always enough
CYP2C9 inhib = inhibitors of human CYP2C9 | AID 777 | CYP2C9 Supersomes, luciferin-H conversion, luminescence | 20% of 96,000 active | P11712 | inhibition, % at 5 µM;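 active means blocking of liver enzyme CYP2C9 beyond about 50% at 5 µM, limit read from the data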; further: values of inactives mirror those of a sister screen read the other way
EphB4 antag = blocks human EphB4 binding to ephrin-B2. EphB4 LBD / TNYL-RAW-Alexa532 peptide, fluorescence polarization. inhibition, % at 7 µM. 0.15% of 97,000 active. P54760;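 active means inhibition above the screen-wide mean inhibition plus 3 SD, cut at about 15% in these data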;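 further: 0% = DMSO wells and 100% = excess unlabeled TNYL-RAW peptide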
CYP2C9 act = CYP2C9 (human) activation. P11712. activation factor at 5 µM. recombinant CYP2C9, luciferin-H conversion, luminescence; stronger effect = higher value; factor 1 = untreated enzyme, 0 = blocked. 1.4% of 96,000 active;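 active means activation factor of 2 or more for CYP2C9 at a 5 µM dose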;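 further: 0 = sulfaphenazole-blocked wells and 1 = vehicle-only wells; values of inactives mirror those of a sister screen read the other way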
PLAP activator = human PLAP activation. purified PLAP enzyme, luminescent substrate read-out; stronger effect = higher value. activation fold at 20 µM. AID 696. 1.2% of 96,000 active. P05187; in the data active means activation fold above about 2
CYP2C19 inhib = human CYP2C19 inhibition. P33261. AID 778. inhibition, % at 5 µM. CYP2C19 Supersomes, luciferin-H EGE luminescence, 30 min. 21% of 96,000 active;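 active means CYP2C19 inhibition above a set limit at 5 µM in the primary screen, cut at about 50% in these data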;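 further: plate controls were negative control wells for no effect and 2.5 mM tranylcypromine positive control for full effect; values of inactives mirror those of a sister screen read the other way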
Target sequence (P33261 whole entry, looked up): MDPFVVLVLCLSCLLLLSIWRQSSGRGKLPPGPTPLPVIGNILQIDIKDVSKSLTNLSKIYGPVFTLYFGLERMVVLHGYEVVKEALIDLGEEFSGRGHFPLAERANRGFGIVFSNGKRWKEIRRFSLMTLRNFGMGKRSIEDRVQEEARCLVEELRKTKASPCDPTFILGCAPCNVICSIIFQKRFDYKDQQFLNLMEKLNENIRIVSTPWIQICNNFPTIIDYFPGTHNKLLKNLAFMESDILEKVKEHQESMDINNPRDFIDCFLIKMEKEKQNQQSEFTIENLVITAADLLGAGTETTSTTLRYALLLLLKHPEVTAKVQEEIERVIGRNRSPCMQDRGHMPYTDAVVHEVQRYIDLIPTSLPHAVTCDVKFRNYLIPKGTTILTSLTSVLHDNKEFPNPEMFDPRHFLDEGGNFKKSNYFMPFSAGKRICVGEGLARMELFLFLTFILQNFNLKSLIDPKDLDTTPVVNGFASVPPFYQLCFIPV
CYP2C19 act = activators of human cytochrome P450 2C19; P33261; recombinant CYP2C19, luciferin-H EGE luminescence; stronger effect = higher value; 0 = fully inhibited enzyme, 1 = untreated enzyme; activation factor at 5 µM; 96,000 tested, under 10 active;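 active means activation factor of at least 2 at 5 µM in the primary screen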;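 further: 0 = wells with 2.5 mM tranylcypromine and 1 = vehicle-only wells; values of inactives mirror those of a sister screen read the other way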
HIV Rev-RRE inh = disrupts HIV-1 Rev binding to RRE RNA; P05866; Rev peptide-RRE RNA binding, FRET; 0.79% of 97,000 active; inhibition, % at 8 µM;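 active means inhibition above the screen-wide mean plus 3 SD, cut at about 35% in these data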;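 further: 0% = median DMSO wells and 100% = median Neomycin B control wells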
Target sequence (P05866 whole entry, looked up): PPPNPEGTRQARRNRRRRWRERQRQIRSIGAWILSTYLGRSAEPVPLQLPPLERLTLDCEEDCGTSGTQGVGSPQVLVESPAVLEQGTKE
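assay system = Cy5-tagged RRE RNA duplex with fluorescein-tagged Rev peptide | incubation = 5 + 15 min at 25 °C | also added = labelled Rev peptide | measure = % inhibition of FRET ratio versus controls | benchmarks = DMSO wells as 0% and neomycin B wells as 100% inhibition | measured by = FRET fluorescence readout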
* marks the source's active call; other numbers are inactive results; · = not tested or not shown.

PLK1 PBD inh	CYP2C19 act	PLK1 kinase inh	PLAP activator	HIV Rev-RRE inh	CYP2C19 inhib	CYP2C9 inhib	EphB4 antag	CYP2C9 act	molecule
-1	·	-15	·	3	·	·	-1	·	Nc1nonc1C(=O)NCCNC(=O)c1ccccc1F
5	0.8	6	0.9	4	23	27	4	0.7	CCOc1ccc(-c2cc(CCCC(=O)Nc3cc(OC)ccc3OC)no2)cc1
4	·	-8	·	6	·	·	-3	·	Clc1cccc(-c2cc3nc4c(c(N5CCN(c6cnccn6)CC5)n3n2)CCCC4)c1
-16	0.8	0	1.4	-1	16	42	-4	0.6	CCOc1cc(C(=O)OCC(=O)c2c(N)n(C)c(=O)n(C)c2=O)cc(OCC)c1OCC
9	0.6	-12	1.2	5	35	35	-5	0.6	O=C(c1cccc(Cl)c1)N1CCN(C(=O)c2ccco2)CC1
-11	·	-6	·	12	·	·	4	·	CCCN1C2=C(C(=O)CCC2)C(c2ccc(F)cc2)C2=C1c1ccccc1C2=O (stereo unspecified)
-14	1	-9	0.9	6	-4	-4	0	1	O=c1oc2c(Cl)cc(Cl)cc2cc1-c1nnc(Nc2ccccc2F)s1
4	0.8	-9	1.7	3	16	4	-11	1	CCCCn1c(N)c(N(CCC(C)C)C(=O)CSc2nnc(C)s2)c(=O)[nH]c1=O
-3	0.1	-15	1.2	10	92*	51*	3	0.5	CC1(C)NC(=O)N(CCCOc2ccc(Br)cc2Cl)C1=O
10	0.7	0	1.1	8	34	37	3	0.6	O=C(CCc1nc2ccccc2[nH]1)Nc1ccc2c(c1)OCO2

The list goes on.
PLK1 PBD inh	CYP2C19 act	PLK1 kinase inh	PLAP activator	HIV Rev-RRE inh	CYP2C19 inhib	CYP2C9 inhib	EphB4 antag	CYP2C9 act	molecule
7	0.8	-9	1.4	0	24	-5	-9	1	CCCCCC(=O)N1CC2(CC(c3cccc(NC(=O)c4ccccc4)c3)=NO2)C[C@@H]1C(N)=O (stereo partly specified)
16	0.1	2	0.9	6	94*	42	-6	0.6	N#CCCN(Cc1cccnc1)C(=O)Nc1cccc(Cl)c1
2	0.8	-9	0.9	1	16	31	3	0.7	Cc1cc2c(c(=O)n1Cc1cccnc1)C(c1cccs1)C(C#N)=C(N)O2 (stereo unspecified)
4	0.3	1	0.8	-1	69*	30	-2	0.7	COc1ccc(NC(=O)N2CCCc3ccccc32)cc1
-22	0.6	-5	1.1	2	40	95*	5	0.1	COC(=O)c1ccc(NC(=O)CSc2n[nH]c(-c3ccncc3)n2)cc1
-6	1.2	-7	1.2	2	-15	56*	-4	0.4	Cc1ccc(-c2cc(C(=O)Nc3c(C#N)cnn3C)no2)cc1
-18	1	-6	1.1	1	2	3	-1	1	CCCc1cc(=O)[nH]c(SCC(=O)N(C)Cc2ccccc2)n1
18	1	-5	1	10	4	12	-10	0.9	CCOc1ccc2oc(C(=O)OCC(=O)NC(=O)NC3CCCC3)c(C)c2c1
16	0.6	-8	0.9	4	41	22	6	0.8	Cc1ccc(C(=O)N(c2ccccn2)C(C)c2ccco2)cc1C (stereo unspecified)
·	0.9	·	1	·	13	26	·	0.7	Cc1cc(C)n2nc(C(=O)Nc3ccccc3N3CCOCC3)nc2n1

Continuation:
PLK1 PBD inh	CYP2C19 act	PLK1 kinase inh	PLAP activator	HIV Rev-RRE inh	CYP2C19 inhib	CYP2C9 inhib	EphB4 antag	CYP2C9 act	molecule
-8	0.8	-16	1.4	5	20	2	-5	1	CCCCn1c(CN2CCN(CCO)CC2)nc2ccccc21
-31	0.9	-4	1.4	7	7	8	3	0.9	COc1cccc(-c2nc(CS(=O)(=O)CC(=O)NCCCOC(C)C)c(C)o2)c1
-10	0.7	-8	1.1	5	35	60*	8	0.4	COC(=O)CN(C(=O)CSc1nnc(-c2cccc(OC)c2)o1)c1ccc(OC)cc1
3	·	-8	·	1	·	·	-7	·	CCN(CC)CCOC(=O)CCc1cccc2ccccc12
19	1.1	-5	0.9	3	-10	43	7	0.6	O=c1c2c(nc3nc(SCc4ccccc4)[nH]n13)CCC2
·	1.1	·	1.5	·	-14	-187	·	2.9*	O=C(NC1CCN(Cc2ccccc2)CC1)C1CCN(S(=O)(=O)c2cccc3cccnc23)CC1
18	0.5	-9	0.9	2	53*	71*	-8	0.3	COC(=O)c1[nH]c2c(c1C)C(=O)CC(c1ccccc1)C2 (stereo unspecified)
-4	0.9	-2	1.2	8	6	1	-7	1	COC(=O)c1ccccc1NC(=O)/C=C/c1cc(OC)c(OC)c(OC)c1
-4	0.9	-8	1	3	8	46	0	0.5	O=C(COC(=O)c1cc(S(=O)(=O)NCc2ccccc2)ccc1O)NCc1ccccc1
-18	·	-14	·	34	·	·	0	·	OCCCc1nc2n(n1)C(c1ccccc1)C=C(c1ccc(F)cc1)N2 (stereo unspecified)

Two consecutive compounds already listed:
PLK1 PBD inh	CYP2C19 act	PLK1 kinase inh	PLAP activator	HIV Rev-RRE inh	CYP2C19 inhib	CYP2C9 inhib	EphB4 antag	CYP2C9 act	molecule
-8	0.8	-16	1.4	5	20	2	-5	1	CCCCn1c(CN2CCN(CCO)CC2)nc2ccccc21
-31	0.9	-4	1.4	7	7	8	3	0.9	COc1cccc(-c2nc(CS(=O)(=O)CC(=O)NCCCOC(C)C)c(C)o2)c1

(next part)
PLK1 PBD inh	CYP2C19 act	PLK1 kinase inh	PLAP activator	HIV Rev-RRE inh	CYP2C19 inhib	CYP2C9 inhib	EphB4 antag	CYP2C9 act	molecule
·	0.8	·	1.5	·	22	63*	·	0.4	CCOc1ccc(CCNC(=O)C2CCCN(c3nn4c(=O)cc(C)nc4s3)C2)cc1 (stereo unspecified)
18	0.2	-14	2.2*	11	82*	87*	8	0.1	Clc1cccc(-c2nnc(SCc3nc4ccccc4[nH]3)n2Cc2ccco2)c1
-39	0.9	-5	1	0	7	-1	6	1	COC(C)(C)[C@]12CC(O)(C(C)C)ON1[C@H]1CCCCC1N2O (stereo partly specified)
47	0.9	-5	1.1	4	9	0	-6	1	COc1ccccc1NC(=O)C1=C(C)Nc2nnnn2C1c1ccncc1 (stereo unspecified)
20	1	-4	1.2	15	2	75*	-3	0.2	COc1ccc(C(=O)n2nc(C)cc2Nc2ccccc2)cc1
10	1	-3	0.8	4	-3	-1	1	1	Cc1nnc(SCC(=O)NCc2ccccc2)s1
14	1.1	-11	1.1	1	-5	4	-5	1	O=C(CSc1nc2ccccc2[nH]1)NCCN1CCCCC1
8	0.9	-11	1	-4	15	70*	-6	0.3	COc1ccc(NC(=O)c2ccc(CNc3c(NC4CCCCC4)c(=O)c3=O)cc2)c(OC)c1
12	0.5	-13	0.9	3	51*	97*	-6	0	O=C(Nc1ccccc1C(=O)Nc1ccc2c(c1)OCO2)c1ccco1
-20	1.1	-25	1.6	0	-8	36	9	0.6	Cc1cccc(S(=O)(=O)c2c(N)n(/N=C/c3cccnc3)c3nc4ccccc4nc23)c1

(further entries)
PLK1 PBD inh	CYP2C19 act	PLK1 kinase inh	PLAP activator	HIV Rev-RRE inh	CYP2C19 inhib	CYP2C9 inhib	EphB4 antag	CYP2C9 act	molecule
-27	0.2	-5	0.9	-2	85*	78*	1	0.2	O=C(CCNS(=O)(=O)c1ccccc1C(F)(F)F)NCc1ccc2c(c1)OCO2
6	0	-9	1.3	-3	99*	88*	-5	0.1	O=C(CCc1ccccc1)Nc1cc(Cl)ccc1O
9	0.9	-9	1.3	7	14	34	5	0.7	COc1ccc2oc(C(=O)OCC(=O)c3ccc4c(c3)OCCO4)c(C)c2c1
4	0.9	-6	1	3	12	5	1	0.9	c1coc(-c2nc3c4c5c(sc4ncn3n2)CCCC5)c1
-5	0.4	-4	1.1	8	58*	91*	-6	0.1	COc1cc2c(cc1NC(=O)c1ccncc1)oc1ccccc12
20	0.9	9	1	11	10	-12	-1	1.1	Brc1[nH]nc2ccccc12
4	1	-14	0.9	15	4	-4	-10	1	CC1(C)c2ccccc2N2CC(=O)N(CC(N)=O)C21C (stereo unspecified)
·	0.6	·	1.7	·	45	38	·	0.6	CCN(CC)S(=O)(=O)c1cccc(-c2nnc(SCC(=O)NC)n2CCc2ccccc2)c1
0	0.8	-1	1.1	9	22	-47	-3	1.5	N#CCSc1ncnc2sc3c(c12)CCC3
-3	0.8	-8	1.1	3	17	-11	0	1.1	O=C(NCCCN1CCOCC1)c1cc(C(=O)C2CC2)c[nH]1

Further compounds
PLK1 PBD inh	CYP2C19 act	PLK1 kinase inh	PLAP activator	HIV Rev-RRE inh	CYP2C19 inhib	CYP2C9 inhib	EphB4 antag	CYP2C9 act	molecule
·	1	·	1.1	·	1	12	·	0.9	COC(=O)c1cc2sccc2n1CC(=O)Nc1cccc(SC)c1
·	0.1	·	0.9	·	88*	41	·	0.6	O=C(Cn1c(CN2CCCCC2)nc2ccccc2c1=O)Nc1ccccc1
·	1	·	1.3	·	4	22	·	0.8	CCOC(=O)CCc1c(C)nc2cc(-c3ccccc3OC)[nH]n2c1=O
1	0.5	-7	1.2	3	47	43	0	0.6	CSc1ccc(CN(C)CC(=O)NC(=O)NC(C)(C)C)cc1
-1	0.4	-8	0.7	-3	65*	-59	-3	1.6	COc1ccc(NC(=O)CSc2nc(C)cc(C(F)(F)F)n2)cc1
9	1	-10	1.4	14	1	-2	5	1	CCOc1cc(CNC(C)(C)CO)cc(Br)c1OCc1ccc(Cl)cc1Cl
-19	0.4	-9	1.2	0	60*	64*	2	0.4	O=C(C1CCN(S(=O)(=O)c2cnc[nH]2)CC1)N1CCn2c1nc1ccccc12
19	0.9	-4	1.5	-4	13	36	-3	0.6	Cc1nc2ccccc2n1CCc1nc2c3ccccc3nc(=S)n2[nH]1
20	0.8	-12	1.3	9	17	42	1	0.6	Oc1ccc(Cl)cc1/C=N/c1nccs1
-4	0.8	-12	1.2	7	16	98*	-4	0	O=C(NCCCn1ccnc1)C(F)(F)C(F)(F)C(=O)NCCCn1ccnc1

Sorted by formula weight (smallest number first): five of the compounds above.
PLK1 PBD inh	CYP2C19 act	PLK1 kinase inh	PLAP activator	HIV Rev-RRE inh	CYP2C19 inhib	CYP2C9 inhib	EphB4 antag	CYP2C9 act	molecule
·	1	·	1.3	·	4	22	·	0.8	CCOC(=O)CCc1c(C)nc2cc(-c3ccccc3OC)[nH]n2c1=O
·	1	·	1.1	·	1	12	·	0.9	COC(=O)c1cc2sccc2n1CC(=O)Nc1cccc(SC)c1
·	0.1	·	0.9	·	88*	41	·	0.6	O=C(Cn1c(CN2CCCCC2)nc2ccccc2c1=O)Nc1ccccc1
-19	0.4	-9	1.2	0	60*	64*	2	0.4	O=C(C1CCN(S(=O)(=O)c2cnc[nH]2)CC1)N1CCn2c1nc1ccccc12
9	1	-10	1.4	14	1	-2	5	1	CCOc1cc(CNC(C)(C)CO)cc(Br)c1OCc1ccc(Cl)cc1Cl

Source: PubChem BioAssay (several laboratories)
